GAA inh: blocks human lysosomal alpha-glucosidase. purified human GAA, 4-MU-alpha-glucoside fluorescence. P10253. Potency, µM (highest dose often 76.9 µM), for inactives: top-dose activity change, negative = inhibition, actives largely listed as inhibitors. actives 0.005% (n = 200,000);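 note: plate controls were uninhibited enzyme wells for no effect and no-enzyme background for full effect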
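Compounds are titrated up to 77 uM against 4 nM human enzyme. Substrate 4-methylumbelliferyl-alpha-D-pyranoside (400 uM) reacts 20 min at room temperature in pH 5.0 buffer; liberated 4-methylumbelliferone is read at 440 nm.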
Tau FP inhib: tau fibrillization inhibition (FP); P10636; K18 P301L tau heparin fibrillization, Alexa594 FP, 6 h; Potency, µM (titrated, usually from 57.7 µM), for the others: top-dose activity, negative = inhibition, most hits filed as inhibitors; actives 0.39% (n = 280,000); note: % is set by controls: 0 for no effect and ±100 for the full control effect; nearly all actives have a fitted effect of over 55% in size
Target sequence (P10636 561-689 P618L limits assumed): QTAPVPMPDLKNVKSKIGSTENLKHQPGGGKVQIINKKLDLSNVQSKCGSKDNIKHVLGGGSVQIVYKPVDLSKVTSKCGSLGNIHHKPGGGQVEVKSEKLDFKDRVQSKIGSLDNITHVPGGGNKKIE
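Recombinant K18 P301L […], labeled with Alexa 594 at 0.24 uM over 15 uM unlabeled; heparin inducer 20 uM final; 37 C, 6 hr; FP endpoint.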
HTT ATP protect: cytoprotection in Huntington HTT-Q103 PC12 cell model; PC12 HTT-Q103 induced, cytoprotection, ATP luminescence, 40 h; Potency, µM (series often up to 56.4 µM), inactives show cytoprotection (ATP increase), hits mostly activators; actives 0.14% (n = 230,000); AID 1471;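 note: % of control where 0% means no effect; nearly all actives have a fitted effect of over 45% in size; toxic huntingtin expression switched on by the ecdysone agonist tebufenozide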
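Cells were plated at 1500 per well in phenol red-free DMEM with 5% equine and 5% calf serum. Tebufenozide (100 nM final) and compounds were added, then ATPlite reagent, and luminescence was read.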
Tau fluor cs: counter-screen for tau fibril formation inhibitors. AID 1463. tau K18 P301L Alexa594 fluorescence, heparin fibrillization. Potency, µM (series often up to 57.7 µM), inactives show top-dose activity change, negative = decrease. actives 0.93% (n = 280,000); note: % is set by controls: 0 for no effect and ±100 for the full control effect; nearly all actives have a fitted effect of over 55% in size
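Human tau K18 P301L (15 uM unlabeled, 0.24 uM Alexa 594-labeled) in 100 mM sodium acetate pH 7 with 20 uM heparin, 6 hr at 37 C. ThT 30 uM added, 1 hr ambient; Alexa 594 FP and total fluorescence read at 555/632 nm.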
GAA spleen mod: lysosomal alpha-glucosidase (human) modulation; P10253; actives 0.006% (n = 240,000); Potency, µM (top dose mostly 79.9 µM), for inactives: at the top dose activity change, negative = inhibition, actives largely listed as inhibitors; human spleen homogenate, 4-MU-alpha-glucoside fluorescence; AID 2112;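 note: 0% = enzyme with vehicle and -100% = no enzyme basal signal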
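Compounds were titrated against alpha-glucosidase in spleen homogenate at pH 5.0, with 1 mM 4-methylumbelliferyl substrate for 40 min at 37 C. Reactions were quenched with pH 10 NaOH/glycine and fluorescence measured.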
Tau ThT inhib: tau fibrillization inhibition (ThT binding). P10636. recombinant tau K18 P301L, heparin-induced fibrillization, ThT fluorescence. Potency, µM (top dose mostly 57.4 µM), for inactives: at the top dose activity, negative = inhibition, hits mostly inhibitors. actives 2.1% (n = 270,000); note: % is set by controls: 0 for no effect and ±100 for the full control effect; nearly all actives have a fitted effect of over 55% in size
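Fibril formation assay: tau K18 P301L at 15 uM with trace Alexa 594 label, heparin inducer 20 uM, pH 7 sodium acetate buffer, 37 C for 6 hr; endpoint ThT signal.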
GLA spleen mod: inhibits or activates alpha-galactosidase in human spleen homogenate. Potency, µM (highest dose often 80 µM), inactives show at the highest dose activity change, negative = inhibition, usual class: inhibitors. actives 0.008% (n = 240,000). human spleen homogenate, 4MU-alpha-Gal fluorescence, 40 min. AID 2107;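 note: 0% = enzyme with vehicle and -100% = no enzyme basal signal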
Target sequence (P06280 32-429 limits assumed): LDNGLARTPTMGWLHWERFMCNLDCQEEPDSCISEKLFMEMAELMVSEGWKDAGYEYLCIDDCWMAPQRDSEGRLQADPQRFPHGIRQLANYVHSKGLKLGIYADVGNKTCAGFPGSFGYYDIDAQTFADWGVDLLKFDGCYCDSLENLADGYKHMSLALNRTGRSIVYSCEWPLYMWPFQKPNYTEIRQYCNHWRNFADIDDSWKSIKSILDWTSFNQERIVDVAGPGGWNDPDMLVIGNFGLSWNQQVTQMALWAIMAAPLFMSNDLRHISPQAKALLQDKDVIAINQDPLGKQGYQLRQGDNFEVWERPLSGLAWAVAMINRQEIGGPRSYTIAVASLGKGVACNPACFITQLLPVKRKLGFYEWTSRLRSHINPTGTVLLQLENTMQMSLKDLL
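Spleen homogenate 1 ug + cpd (titration) + 4-MU-alpha-D-galactopyranoside 1 mM; 37C 40 min; 50 mM citrate/phosphate pH 5.0, 0.01% Tween-20; stop pH 10; fluorescence 365/440; AC50 via Hill.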
GAA glycogen mod: inhibitors or activators of human alpha-glucosidase glycogen cleavage; Potency, µM (series often up to 76.4 µM), without a hit: at the highest dose activity change, negative = inhibition, most hits filed as inhibitors; P10253; recombinant GAA, glycogen substrate, Amplex Red glucose oxidase fluorescence; actives 0.38% (n = 300,000);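 note: 0% = full enzyme reaction and -100% = no-enzyme basal signal; the screen sought inhibitors and activators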
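Natural-substrate format: glycogen cleavage by 4 nM human enzyme, glucose read by Amplex Red coupling (Ex 573, Em 610 nm). Normalized to enzyme and no-enzyme controls.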
* = called active by the depositor; ? = inconclusive; · = not tested or not shown; & = joins results of further samples; [ ] = another dose, or the depositor's remark. Calls come from the whole dose curve; as a rule, active = well fitted curve in the direction sought with a large enough effect; inconclusive = small, poorly fitted or top-dose-only effect, or another doubt; inactive = no such curve, though single readings can be large; an effect the other way counts as inactive or inconclusive. Potency is the fitted concentration of half-maximal effect. Not a hit list. About 3.3% of those tested had a hit in this group.

Second line of a record: GAA inh	GAA glycogen mod	GLA spleen mod	HTT ATP protect	Tau FP inhib	Tau fluor cs	Tau ThT inhib	GAA spleen mod
- CCCc1cc2c(cc1NC(=O)c1ccc(C)cc1)OCO2
 : 0%	12%	2%	-7%	-5%	-6%	-3%	-8%
- NS(=O)(=O)c1ccc(NC(=O)COC(=O)c2ccc(Cl)cc2[N+](=O)[O-])cc1
 : 0%	-8%	1%	9%[10 µM]	-7%	-11%	?	-2%
- Cc1nn(C)c(C(=O)N2CCN(C(=O)c3ccco3)CC2)c1[N+](=O)[O-]
 : -1%	-8%	3%	·	5%	-2%	-3%	-2%
- COc1cc(C(Nc2ccc(S(=O)(=O)N3CCC(C)CC3)cc2)C(=O)NCC2CCCO2)cc(OC)c1OC (stereo unspecified)
 : 1%	-4%	0%	·	6%	-14%	-12%	5%
- CN1CCN(c2cc(-c3ccccc3C(F)(F)F)ncn2)CC1
 : ·	·	2%	3%	-6%	-13%	-11%	2%
- C=CCn1c(C)cc(C(=O)COC(=O)c2ccc(N)c([N+](=O)[O-])c2)c1C
 : ?	-8%	4%	6%[1.9 µM]	-9%	25µM*[quencher]	?	-5%
- CCC(Oc1ccccc1)C(=O)N1CCN(C(=O)C(CC)Oc2ccccc2)CC1 (stereo unspecified)
 : -7%	5%	2%	-8%	7%	-10%	-10%	3%
- N#Cc1cc2c(=O)n3ccccc3nc2n(-c2nnc(SCc3ccccc3Cl)s2)c1=O
 : ·	17%[76.3 µM]	·	·	-14%	?	-5%	·
- CCOc1ccccc1NC(=O)N1CCC(n2nnc3cc(C)ccc32)CC1
 : -2%	7%	8%	3%[10 µM]	6%	-2%	-6%	7%
- COc1cccc(-c2csc(N3CCN(CC(=O)NNC(=O)c4ccc(Br)cc4)CC3)n2)c1
 : 4%	5%	-2%	-12%[10 µM]	7%	-29%	-11%	-1%
- NS(=O)(=O)c1ccc(NC(=O)/C=C/c2ccccc2[N+](=O)[O-])cc1
 : 4%	1%	-3%	-26%	-3%	?	?	-5%
- OC[C@H]1O[C@@H](n2cnc3c(N[C@H]4CC5CCC4C5)ncnc32)[C@H](O)[C@@H]1O (stereo partly specified)
 : ·	·	6%	·	?	-2%	-3%	5%
- CCOC(=O)C1CCCN(C(=O)CN2C(=O)C(CC)Oc3ccc(C)cc32)C1 (stereo unspecified)
 : -4%	-5%	-3%	1%[0.074 µM]	0%	3%	0%	-10%
- COc1ccc(-c2ccc(SCC(=O)c3ccccc3)nn2)cc1OC
 : -12%	3%	-18%	-22%	-6%	-27%	?	-16%
- O=C(NCc1ccncc1)C(=O)NCc1ccco1
 : 11%	0%	-13%	3%	2%	9%	12%	-10%
- CC1CCCCN1CCCNC(=O)c1ccc2c(c1)sc1nc(-c3ccc(F)cc3)cn12 (stereo unspecified)
 : ·	10%[76.3 µM]	·	·	-6%	-2%	0%	·
- Cc1cccc(-c2n[nH]c(=S)n2/N=C/c2ccco2)c1
 : ·	-21%	-4%	19%[10 µM]	1%	-4%	-1%	0%
- C=C1C(=O)[C@@]23[C@H](O)C[C@@H]4C(C)(C)CC[C@H](O)[C@@]4(C)[C@@H]2CC[C@@H]1[C@H]3O
 : -10%[15.4 µM]	0%	-3%	·	1%	-3%	?	-10%
- CCCCC(=O)Nc1ccc(NC(=S)NC(=O)CC(C)C)cc1OC
 : 1%	-1%	3%	-58%[0.074 µM]	2%	5%	6%	2%
- COC(=O)[C@H](Cc1ccccc1)NC(=O)Nc1ccc(S(N)(=O)=O)cc1
 : -7%	10%	-10%	-15%[0.074 µM]	-2%	2%	-2%	-6%
- Cc1nn(C(=O)c2ccccc2)c(C)c1Sc1ccc(Cl)cc1
 : ·	-4%[76.3 µM]	·	·	-5%	-6%	-11%	·
- CC(=O)N1CCN(S(=O)(=O)c2cccc(C(=O)Nc3nc4c(s3)CCCC4)c2)CC1
 : ?	-8%	1%	6%	-2%	-16%	-18%	-4%
- Cc1cc(NC(=O)C(=O)NCc2cccc(Cl)c2)no1
 : ·	8%	4%	5%[10 µM]	-1%	9%	·	-1%
- Cc1ccc(NS(=O)(=O)c2ccc(OCC(=O)NCc3ccncc3)cc2)cc1
 : 4%	-6%	5%	10%[10 µM]	2%	-3%	0%	4%
- N#Cc1cc2c(nc1SCc1cccnc1)CCCC2
 : -2%	23%	-5%	-12%[10 µM]	-7%	-12%	-11%	5%
- CC(C)Cn1cc(F)c(=O)n(CC(C)C)c1=O
 : -3%	2%	-10%	-38%[inhibitor]	-1%	-5%	-5%	-4%
- N#CCCn1c(SCC(=O)NCc2ccco2)nc2ccccc21
 : 3%	6%	-5%	-6%	?	-10%	?	-2%
- Cc1noc(C)c1C(=O)Nc1nc(-c2ccccc2Cl)cs1
 : -11%	16%	-1%	15%[1.9 µM]	-5%	-16%	-12%	1%
- COc1ccc(C(C(=O)NCC2CCCO2)N(C(=O)CNC(=O)c2cccs2)c2ccc(C(C)=O)cc2)cc1OC (stereo unspecified)
 : 12%	6%	1%	·	6%	6%	4%	3%
- CC(C)C(=O)N1c2ncnn2C2(CCCCC2)[C@@H]2CCCC[C@@H]21
 : ·	7%[76.3 µM]	·	·	4%	-3%	-2%	·

Single entries from the results shown.
In GAA spleen mod, CN1CCN(c2cc(-c3ccccc3C(F)(F)F)ncn2)CC1 has the entry 2%
In Tau FP inhib, COC(=O)[C@H](Cc1ccccc1)NC(=O)Nc1ccc(S(N)(=O)=O)cc1 has the entry -2%
In Tau FP inhib, C=C1C(=O)[C@@]23[C@H](O)C[C@@H]4C(C)(C)CC[C@H](O)[C@@]4(C)[C@@H]2CC[C@@H]1[C@H]3O has the entry 1%

An excerpt of these results, as labelled records.
CCCCC(=O)Nc1ccc(NC(=S)NC(=O)CC(C)C)cc1OC
  GAA inh = 1%	GAA glycogen mod = -1%	GLA spleen mod = 3%	HTT ATP protect = -58%[0.074 µM]	Tau FP inhib = 2%	Tau fluor cs = 5%	Tau ThT inhib = 6%	GAA spleen mod = 2%

COC(=O)[C@H](Cc1ccccc1)NC(=O)Nc1ccc(S(N)(=O)=O)cc1
  GAA inh = -7%	GAA glycogen mod = 10%	GLA spleen mod = -10%	HTT ATP protect = -15%[0.074 µM]	Tau FP inhib = -2%	Tau fluor cs = 2%	Tau ThT inhib = -2%	GAA spleen mod = -6%

The list continues:
Second line of a record: GAA inh	GAA glycogen mod	GLA spleen mod	HTT ATP protect	Tau FP inhib	Tau fluor cs	Tau ThT inhib	GAA spleen mod
- O=S(=O)(c1ccc2oc(=S)[nH]c2c1)N1CCCCC1
 : 2%[15.4 µM]	2%	0%	6%[10 µM]	1%	-7%	-9%	-1%
- O=C(NCc1ccccn1)C1CC(c2ccc(Cl)c(Cl)c2)=NO1 (stereo unspecified)
 : 1%	7%	5%	-25%	-2%	-4%	2%	6%
- C=CCN1C(=O)/C(=C2\SC(N3CCOCC3)=NC2=O)c2cc(Br)ccc21
 : -4%	1%	-2%	-11%[0.074 µM]	9%	-27%	16µM*	-7%
- CCS(=O)(=O)c1ccc(O)c(N2C(=O)C3C4C=CC(C4)C3C2=O)c1 (stereo unspecified)
 : -10%	8%	3%	-12%[10 µM]	-5%	10%	6%	-1%
- Cc1cccc(CN2CCN(C(c3ccccc3)c3ccc(Cl)cc3)CC2)c1 (stereo unspecified)
 : ?	-6%	3%&-11%	-192%[inhibitor]	-6%&-3%	-12%&-19%	-13%&-19%	2%&3%
- O=C(OCC(=O)c1cccs1)C1=COCCO1
 : 3%	-2%	0%	-4%[10 µM]	0%	1%	-4%	-1%
- CCOC(=O)CNC(=O)C1CCCc2c1[nH]c1ccc(Cl)cc21 (stereo unspecified)
 : 5%	-14%	-6%	-14%[10 µM]	2%	15%	14%	2%
- COCC(=O)NCc1nc2ccccc2n1Cc1ccccc1F
 : 4%	-1%	-2%	24%	6%	6%	-2%	-5%
- COc1cccc(OCc2nc3ccccc3c(=O)n2N)c1
 : 0%	-6%	?	-9%	-2%	-2%	?	-9%
- CCN(CC)CCNC(=O)Cn1ncc2c3ccccc3n(Cc3ccc(Cl)cc3)c2c1=O
 : ·	-3%[76.3 µM]	·	·	3%	-15%	1%	·
- CCCOC(=O)CCNc1n[nH]c(=O)[nH]c1=O
 : -1%	-2%	?	10%	-7%	-11%	-10%	-5%
- CC(O)c1nc2ccccc2n1C/C=C/c1ccccc1 (stereo unspecified)
 : -1%	7%	5%	3%	9%	-1%	-7%	-20%
- COc1ccc(N2C(=O)[C@H]3CCC=C[C@H]3[C@@H]2c2ccccc2Br)cc1
 : ·	·	10%	-330%[inhibitor]	11%[81.3 µM]	-10%[81.3 µM]	-19%[81.4 µM]	3%
- O=C(/C=C/Nc1ccc(Br)cc1F)c1ccccc1
 : 6%	0%	-3%	·	-4%	-10%	?	5%
- FC(F)(F)c1ccccc1NC(=S)Nc1cccc2cnccc12
 : 2%	-27%	0%	-8%[10 µM]	?	-22%	22µM*	11%
- CCOc1ccc(C(=O)NNC2CC(=O)N(CCc3ccccc3)C2=O)cc1OC (stereo unspecified)
 : 6%	-11%	-8%	·	-8%	-3%	-7%	-7%
- CC(C)(C)NS(=O)(=O)c1cnc(Cl)c(Cl)c1
 : -1%	-19%	3%	-26%	-7%	-4%	-5%	-6%
- CCn1c2ccccc2c2cc(NC(=O)COc3ccc(C)c(C)c3)ccc21
 : ·	-2%[76.3 µM]	·	·	1%	-21%	?	·
- CCN1CCN(C(C(=O)NC2CCCC2)c2cc3c(cc2[N+](=O)[O-])OCO3)CC1 (stereo unspecified)
 : 7%	-3%	5%	-22%	2%	-8%	-13%	-3%
- COc1ccccc1/C=C/C(=O)NCC(=O)N1CCC(N(C)C2CCCC2)CC1
 : 4%	4%	-2%	-46%[inhibitor]	-8%	-16%	?	-4%
- Cc1cc(C(=O)N2CCc3c([nH]c4ccccc34)C2c2cccc(Cl)c2)nn1C (stereo unspecified)
 : 9%	4%	4%	1%[10 µM]	4%	14%	15%	2%
- Cc1cccc(NC(=O)CC2C(=O)NC3CCCCC3N2C(=O)c2ccccc2Cl)c1 (stereo unspecified)
 : ·	3%	16%	-20%[10 µM]	-2%	-6%	2%	-1%
- CCCS(=O)(=O)N1CCCC(C(=O)N2CCN(C(=O)OCC)CC2)C1 (stereo unspecified)
 : -7%	3%	-2%	0%	-12%	-3%	-4%	5%
- Cc1nc(S/C(=C\c2ccc(OCc3ccccc3Cl)cc2)C(=O)O)n[nH]1
 : 2%	8%	8%	7%	5%	?	?	-1%

Screening results as filed in PubChem.
